Bioassay records: PubChem BioAssay, National Center for Advancing Translational Sciences (NCATS)
A549 tox – A549 cytotoxicity, counter-screen for Nrf2 inhibitors. A549 ARE-Fluc cells, CellTiter-Fluor viability, 18-24 h. Potency, µM (titrated, usually from 46 µM), inactives show at the top dose activity change, negative = cytotoxicity, hits mostly inhibitors. actives 0.16% (n = 390,000). AID 504648; also: % is scaled to controls: 0 for no effect and ±100 for the full control effect
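Cytotoxicity counterscreen: CellTiter-Fluor fluorescence was measured in A549 ARE_Fluc cells after 18-24 h of compound exposure in a concentration series. The subsequent BugLite luminescent read reports ARE-luciferase activity.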
TGFb SMAD3 inh – inhibitors of TGF-b signaling. actives 1.2% (n = 410,000). AID 588855. HepG2 CAGA-GFP TGF-b/SMAD3 reporter, GFP fluorescence, 18 h; TGF-beta stimulated, 500 pg/mL final. Potency, µM (highest dose often 46.1 µM), for the others: at the highest dose activity, negative = inhibition, actives largely listed as inhibitors; also: % is scaled to controls: 0 for no effect and ±100 for the full control effect; nearly all actives have a fitted effect of over 65% in size
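Inhibition of TGF-beta-driven CAGA-GFP reporter expression in HEPG2 cells is measured by cellular GFP fluorescence after 18 h stimulation with 500 pg/mL recombinant TGF-beta in 1% FBS medium at 37 degrees C.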
Nrf2 activator – activates Nrf2 signaling. AREc32 ARE-luciferase reporter (MCF7-derived line), luminescence, 24 h. Potency, µM (highest dose often 46.1 µM), for the others: at the highest dose activation, most hits filed as activators. actives 0.31% (n = 410,000); also: % of control where 0% means no effect; nearly all actives have a fitted effect of over 65% in size
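Luciferase luminescence (Steady-Glo, 30 min at room temperature) served as the read-out of ARE activation in AREc32 cells treated with compounds for 24 hr at 37 deg C.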
* hit, by the source's call; ? = inconclusive; [ ] = remark or other dose. Calls follow the shape of the dose curve; as a rule, active = well fitted curve in the direction sought with a large enough effect; inconclusive = small, poorly fitted or top-dose-only effect, or another doubt; inactive = no such curve, though single readings can be large; an effect the other way counts as inactive or inconclusive. Potency is read from the fitted curve at half-maximal effect.

Compound	A549 tox	TGFb SMAD3 inh	Nrf2 activator
CC(=O)Nc1c(C)nn(-c2ccccc2)c1N1CCC(C(=O)Nc2ccc(Cl)cc2C)CC1	2%	-18%	8.8%
CCOC(=O)c1cnc(N2CCN(c3cccc(C)c3C)CC2)c2ccccc12	4%	-2%	0.5%
COC(=O)c1ccc(CN(Cc2ccc(OC)c(OC)c2)S(=O)(=O)c2cc(C(=O)Nc3cccc(C)c3)ccc2F)cc1	-2%	-4%	1.1%
COc1ccc(CCNC(=O)Cn2nnc(-c3ccc(Cl)cc3)n2)cc1OC	13%	2%	-0.6%
COc1ccccc1N1CCN(S(=O)(=O)CCNC(=O)COc2ccc(C(C)C)cc2)CC1	-1%	?	-0.8%
Cc1c(C(=O)Nc2ccc(C(C)C)cc2)sc2nc[nH]c(=O)c12	-2%	44%[activator]	7.0%
O=C(Nc1ccc(N2CCC(N3CCCCC3)CC2)c(C(=O)O)c1)c1ccc(Br)cc1	0%	-6%	4.7%
COc1cccc2sc(N(Cc3cccnc3)C(=O)c3ccc(S(=O)(=O)N(C)C)cc3)nc12	1%	-3%	-0.6%
O=C(Nc1ccc(-c2nc3cc(NC(=O)c4ccc(Cl)cc4)ccc3o2)cc1)c1ccc(Cl)cc1	3%	-2%	-0.8%
Cn1ncc2c(N3CCN(c4ccc(F)cc4)CC3)ncnc21	5%	-20%	-0.1%
O=C(CN1C(=O)CCSc2ccc(S(=O)(=O)N3CCCC3)cc21)Nc1cccc(Cl)c1	1%	?	4.2%
CCOC(=O)N1CCc2c(sc(NCc3cccs3)c2C(=O)Nc2ccc(OC)cc2OC)C1	-9%	10µM*	-5.1%
CCC(C)NC(=O)Cn1c(=O)ccc2cc(S(=O)(=O)N3CCCC3)ccc21 (stereo unspecified)	-1%	23%	-0.3%
Cc1csc2nc(-c3cccc(NC(=O)c4ccccc4F)c3)cn12	11%	-2%	2.5%
CCOC(=O)c1cc(S(=O)(=O)Nc2ccccc2OCC)[nH]n1	3%	-17%	0.4%
Cc1cc(C)cc(NC(=O)C(=O)NCC(c2ccc3c(c2)OCO3)N2CCOCC2)c1 (stereo unspecified)	-1%	-6%	1.1%
CCC1Oc2ccc(C)cc2N(CC(=O)NCCc2ccccc2)C1=O (stereo unspecified)	1%	-9%	-0.7%
CC1CCc2nc3ncn(CC(=O)Nc4cccc(C#N)c4)c(=O)c3cc2C1 (stereo unspecified)	-26%	-4%	3.7%
O=C(CSc1nccn1Cc1ccc(F)cc1)NCc1ccc(F)cc1	15%	5%	0.0%
Cc1c(-c2nc(-c3ccc4c(c3)[nH]c(=O)n4C)no2)cccc1[N+](=O)[O-]	6%	12%	0.4%
Cc1ccc(C)c(CN2C(=O)c3ccccc3Sc3ccc(C(=O)NCc4cccs4)cc32)c1	-8%	-14%	-0.4%
CCc1ccccc1NC(=O)c1cc(S(=O)(=O)N2CCC(C)CC2)cn1C	0%	-17%	0.4%
CCOC(=O)c1cc(-c2ccccc2)n(CCC(=O)NCCc2ccccc2)c1C	3%	0%	-0.1%
COc1ccc(NC(=O)C(=O)NCCc2csc(-c3ccc(Cl)cc3)n2)cc1OC	-3%	2%	3.1%
CCOC(=O)c1ccc2c(c1)N(CC(=O)Nc1ccc(CC)cc1)C(=O)c1ccccc1S2	-19%	3%	-0.8%
Cc1ccc(Cl)cc1N1C(=O)N(Cc2ccc(C#N)cc2)c2ccccc2S1(=O)=O	-7%	-7%	-0.9%
Cc1ccc(NC(=O)c2cc(S(=O)(=O)NCCC3=CCCCC3)ccc2F)cc1C	-28%	?	-0.4%
Cc1cc(C)c(NC(=O)CSc2nccn2-c2cccc(Cl)c2)c(C)c1	-5%	?	0.0%
Cc1cn2c(=O)cc(COC(=O)c3cccc(NC(=O)C(C)Oc4ccccc4)c3)nc2s1 (stereo unspecified)	0%	5%	0.6%
O=C(CCC1N=C2c3ccccc3N=C(SCc3cccc(F)c3)N2C1=O)NCCc1ccccc1 (stereo unspecified)	2%	?	-0.3%
CCOC(=O)c1cc(-c2ccccc2)n(CC(=O)Nc2ccc(OC)cc2OC)c1C	2%	-4%	0.1%
COc1ccc(CCC(=O)NCc2ccc3c(c2)CCN3C(=O)c2cccc(C)c2)cc1	-4%	?	-4.4%
Cc1nc2ccccc2n1CCc1nc2c3ccccc3nc(SCC(=O)Nc3cccc(C(F)(F)F)c3)n2n1	-6%	0%	-0.5%
COc1cc(-c2cc3n(C)c(C)c(CCC(=O)NC4CCC(C)CC4)c(=O)n3n2)cc(OC)c1OC (stereo unspecified)	-4%	3%	5.9%
COc1ccc(-c2cc3ccc(O)c(CN4CCCC4)c3oc2=O)cc1OC	?	6%	6.8%
COc1ccc(-n2cc(-c3ccccc3)nc2SCC(=O)Nc2ccccc2C)cc1	-3%	-8%	0.4%
O=C(NCc1ccccc1)N1CCc2c(sc3c2CCCC3)C1c1ccccc1 (stereo unspecified)	-2%	6%	-0.5%
O=C(Nc1ccc(F)cc1Cl)C1Cc2ccccc2N1C(=O)c1ccccc1 (stereo unspecified)	0%	-9%	0.2%
Cc1c(Cl)ccc2sc(N3CCN(C(=O)C4CC4)CC3)nc12	-11%	18µM*	3.4%
Cc1ccc(NC(=O)CCNS(=O)(=O)c2ccc3c(c2)CCN3C(=O)C2CC2)c(Cl)c1	-3%	-10%	-0.3%
O=C(CSc1n[nH]c(-c2ccccc2Cl)n1)NCCCc1ccccc1	22%	-10%	1.2%
O=C(CN1C(=O)COc2ccccc21)NCCc1ccc(Cl)cc1	-1%	3%	0.2%
CC(=O)c1ccc(NC(=O)c2nc3ccccc3nc2N2CCCCC2)cc1	-4%	9%	5.7%
Cc1ccc2[nH]c(CSc3nnc(NC(=O)COc4ccccc4)s3)cc(=O)c2c1	12%	?	-0.5%
COc1cccc(CN2C(=O)CN(C3CCCCC3)C(=O)C2c2ccc(OC(C)C)c(OC)c2)c1 (stereo unspecified)	-2%	3%	4.3%
Cc1cccc(CNC(=O)CS(=O)(=O)c2cccc3nsnc23)c1	2%	2%	-0.1%
CC(C)Cc1nn2c(=O)cc(COC(=O)c3ccccc3NC(=O)C3CCCCC3)nc2s1	7%	-5%	0.5%
CC(C)(Oc1ccc(Cl)cc1)C(=O)Nc1cccc(-c2cn3cccnc3n2)c1	5%	?	0.2%
CCc1ccc(NC(=O)CSc2nc3ccccc3c(=O)n2CCNC(C)=O)cc1	1%	-1%	0.4%
CC(=O)Nc1cccc(C(=O)NCc2ccc3c(c2)CCN3C(C)=O)c1	0%	2%	0.1%

Next part:
Compound	A549 tox	TGFb SMAD3 inh	Nrf2 activator
Cc1cccc(NC(=O)CSc2nc(=O)n(CCN3CCOCC3)c3c2CCC3)c1C	2%	-9%	-0.6%
CCOC(=O)c1cnc(N2CCN(c3ccc(C)cc3C)CC2)c2ccccc12	6%	13%	-0.4%
O=C(CSC1=Nc2ccccc2N=C(c2ccc(F)cc2)C1)NCc1ccc(F)cc1	2%	?	3.3%
CCCCC(=O)N1CCN(c2nc3c(C)c(C)ccc3s2)CC1	0%	-25%	-0.6%
COc1cc(Nc2ncc3c(n2)CCN(Cc2cccc(C)c2)C3)cc(OC)c1	0%	?	0.4%
COc1ccc(C)cc1NC(=O)Nc1ccccc1OCc1cc(=O)n2ccccc2n1	-8%	14%	5.3%
Cc1ccccc1-c1nn2c(=O)cc(CN3CCN(C(=O)c4ccc(C(C)(C)C)cc4)CC3)nc2s1	-11%	-12%	0.8%
CCC(C)NC(=O)c1ccc2nc(Cc3ccccc3)oc2c1 (stereo unspecified)	3%	32%[activator]	-0.4%
CCCNC(=O)COCc1cc(-c2ccc(F)cc2)on1	3%	17%	4.8%
CC1CCCN(CCCNC(=O)c2ccc3c(c2)N(Cc2cccc(Cl)c2)C(=O)c2ccccc2S3(=O)=O)C1 (stereo unspecified)	-12%	?	19%
CCOc1ccc(-c2nc(CSCC(=O)N3CCN(c4cccc(C(F)(F)F)c4)CC3)c(C)o2)cc1	?	?	-2.8%
Cc1ccc2nc(-c3ccc(NC(=O)c4ccc(S(C)(=O)=O)cc4)cc3)sc2c1	2%	3%	3.6%
COC(=O)c1ccc(NC(=O)NCCn2nnc3cc(S(=O)(=O)N(C)C)ccc32)cc1	2%	-27%	-0.2%
COc1cc(Cl)c(C)cc1NC(=O)c1cnc(N2CCOCC2)c2ccccc12	1%	?	0.1%
Cc1cccc2sc(N(Cc3cccnc3)C(=O)c3ccco3)nc12	1%	-21%	3.3%
Cc1ccc(S(=O)(=O)N2CCN(Cc3nc4ccc(C)cc4o3)CC2)cc1	8%	?	2.0%
Cc1nc2nc(SCc3ccc(F)cc3Cl)nn2c(C)c1Cc1ccccc1	7%	0%	7.1%
Cc1ccc2cc3cc(C(=O)Nc4ccc(F)cc4Cl)oc3nc2c1	13%	-7%	1.5%
COc1ccc(CC(=O)Nc2nnc3n2CCS3)cc1	13%	9%	0.1%
CCc1cccc(NC(=O)CSc2n[nH]c(-c3ccccc3Cl)n2)c1	-14%	-61%	2.9%

Profiles, looked up by structure. Values in the order: A549 tox	TGFb SMAD3 inh	Nrf2 activator
O=C(CSc1n[nH]c(-c2ccccc2Cl)n1)NCCCc1ccccc1 across the screens: 22%	-10%	1.2%
CCc1ccccc1NC(=O)c1cc(S(=O)(=O)N2CCC(C)CC2)cn1C across the screens: 0%	-17%	0.4%

The main list resumes; the 4 compounds before the break are reprinted first.
Compound	A549 tox	TGFb SMAD3 inh	Nrf2 activator
Cc1nc2nc(SCc3ccc(F)cc3Cl)nn2c(C)c1Cc1ccccc1	7%	0%	7.1%
Cc1ccc2cc3cc(C(=O)Nc4ccc(F)cc4Cl)oc3nc2c1	13%	-7%	1.5%
COc1ccc(CC(=O)Nc2nnc3n2CCS3)cc1	13%	9%	0.1%
CCc1cccc(NC(=O)CSc2n[nH]c(-c3ccccc3Cl)n2)c1	-14%	-61%	2.9%
CCCc1nn2c(=O)cc(COC(=O)c3cccc(NC(=O)COc4ccccc4C)c3)nc2s1	?	-2%	0.3%
CCOC(=O)c1c(S(=O)(=O)N2CCCC(C(=O)NCc3ccc(Cl)cc3)C2)c(C)n(C)c1C (stereo unspecified)	1%	-12%	-0.7%
CCCCN(C)S(=O)(=O)c1ccc(C(=O)Nc2sc3c(c2C(=O)OCC)CCN(C(C)C)C3)cc1	-12%	36%	0.7%
Cc1nc(-c2ccc(C)c(N3CCN(C(=O)Nc4ccc(Br)cc4)CC3)c2)no1	-1%	-26%	3.0%
Cc1nc2cc(C(=O)NCCC3=CCCCC3)ccc2n1-c1ccc(Br)cc1	3%	?	-1.1%
CCC(=O)Nc1cccc(C(=O)OCc2cc(=O)n3nc(CC)sc3n2)c1	8%	5%	0.6%
Cn1c(=O)c2c(SCC(=O)NCC3CCCO3)nc(-c3cccc(F)c3)nc2n(C)c1=O (stereo unspecified)	3%	-13%	0.7%
COc1ccc(CCC(=O)NCc2ccc3c(c2)CCN3C(=O)c2ccccc2)cc1	2%	28%	0.3%
CCc1ccc(CNC(=O)CCN2C(=O)COc3ccccc32)cc1	16%	-37%	-0.9%
O=C(c1ccccc1)c1ccc2nc(Nc3ccccc3Cl)c3nncn3c2c1	8%	1%	1.3%
CC(=O)Nc1ccc(NS(=O)(=O)c2ccc3c(c2)CCCN3C(C)=O)cc1	13%	5%	0.1%
CC(C)(C)c1ccc(C(=O)NNc2ncnc3c2cnn3-c2ccccc2)cc1	-10%	-2%	-0.9%
COc1ccc(CCNC(=O)C(=O)NCC(c2ccc3c(c2)OCO3)N2CCOCC2)cc1 (stereo unspecified)	7%	-7%	0.5%
CC(=O)N1CCc2cc(CNS(=O)(=O)c3ccccc3C(F)(F)F)ccc21	-9%	1%	-0.3%
Cc1cc(C)c2c(=O)cc(CSc3nnc(COc4ccccc4C)n3C)[nH]c2c1	-4%	0%	-1.3%
Cc1ccc(Cn2c(SCC(=O)NCc3ccccc3)nc3ccsc3c2=O)cc1	12%	5%	0.6%
Cc1c(Cl)cccc1NC(=O)CSc1nc(=O)[nH]c2c1CCC2	0%	-2%	0.4%
COc1ccccc1C(=O)Nc1ccc(OCc2cc(=O)n3cccc(C)c3n2)cc1	7%	0%	0.0%
Cc1ccc(C)c(CNC(=O)c2ccc3c(c2)nc2n3CCC(C)C2)c1 (stereo unspecified)	0%	0%	3.2%

Not all compounds are listed. The share of hits here may be higher or lower than overall.
